Source: PubChem BioAssay (National Center for Advancing Translational Sciences (NCATS))
Coupling enz – counter-screen for Giardia aldolase inhibitors: coupling enzyme system; coupling enzyme system counterscreen, AmpLite Red fluorescence; activity change, negative = inhibition, % at 58.2 µM, hits read low; 290,000 compounds, 0.67% hits; in the data active = activity change below about -30%; also: % is scaled to controls: 0 for no effect and ±100 for the full control effect
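Fluorescence at 525 nm excitation and 598 nm emission measured inhibition of the coupled detection system without aldolase. Compounds (at 57.5 uM final) were preincubated 10 min at room temperature with coupling enzyme reagent before a 20 min substrate/AmpLite Red step.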
TSG101-PTAP inh – blocks PTAP/TSG101 interaction to inhibit HIV-1 budding; Fluorescence polarization, FITC-PTAP peptide / Tsg101 binding; Q99816; Potency, µM (highest dose often 115 µM), inactives show top-dose activity change, negative = inhibition, usual class: inhibitors; AID 493005; 340,000 tested, under 10 active; active = well fitted inhibition curve with a large enough effect in the main read-out, with a control signal flat, not every such curve was filed as active; inconclusive = small, poorly fitted or top-dose-only effect, or effect the other way, or a change in a side signal; inactive = no such curve, though single readings can be large or run the other way; also: potency is read from the fitted curve at half-maximal effect; % of control where 0% means no effect
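Steps: Tsg101 binding domain dispensed (10 uM final), compounds pinned in DMSO, FITC-labeled PTAP-motif peptide added (50 nM final); after 20 min binding at room temperature, polarization measured.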
B2AR arrestin – recruits beta-arrestin to the human beta2-adrenergic receptor. beta-arrestin recruitment to beta2AR, cell-based reporter. 330,000 compounds, 0.02% hits. AID 492947. Potency, µM (titrated, usually from 46.1 µM), without a hit: at the top dose activation, most hits filed as activators;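 also: potency is read from the fitted curve at half-maximal effect; 0% = DMSO controls and full agonism = EC100 isoproterenol or metaproterenol; nearly all actives have a fitted effect of over 65% in size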
Target sequence (P07550 whole entry, looked up): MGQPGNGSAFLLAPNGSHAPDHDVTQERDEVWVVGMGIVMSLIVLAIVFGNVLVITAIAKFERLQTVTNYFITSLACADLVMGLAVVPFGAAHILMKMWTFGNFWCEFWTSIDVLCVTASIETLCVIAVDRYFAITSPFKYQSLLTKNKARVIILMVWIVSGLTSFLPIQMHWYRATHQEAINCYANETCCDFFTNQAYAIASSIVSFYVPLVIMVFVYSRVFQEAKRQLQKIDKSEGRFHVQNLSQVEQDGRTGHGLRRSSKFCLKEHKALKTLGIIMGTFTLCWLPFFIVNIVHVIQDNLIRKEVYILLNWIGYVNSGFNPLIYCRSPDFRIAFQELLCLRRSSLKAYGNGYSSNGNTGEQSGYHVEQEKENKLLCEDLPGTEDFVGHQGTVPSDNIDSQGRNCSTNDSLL
Tb PFK inh – blocks T. brucei phosphofructokinase; O15648; T. brucei PFK, ADP-Glo luminescence; Potency, µM (doses to about 57.5 µM), for inactives: at the top dose activity, negative = inhibition, actives largely listed as inhibitors; 330,000 compounds, 0.17% hits;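 also: potency is read from the fitted curve at half-maximal effect; 0% = uninhibited 1x PFK enzyme wells and -100% = no-enzyme wells; nearly all actives have a fitted effect of over 60% in size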
Target sequence (O15648 whole entry, looked up): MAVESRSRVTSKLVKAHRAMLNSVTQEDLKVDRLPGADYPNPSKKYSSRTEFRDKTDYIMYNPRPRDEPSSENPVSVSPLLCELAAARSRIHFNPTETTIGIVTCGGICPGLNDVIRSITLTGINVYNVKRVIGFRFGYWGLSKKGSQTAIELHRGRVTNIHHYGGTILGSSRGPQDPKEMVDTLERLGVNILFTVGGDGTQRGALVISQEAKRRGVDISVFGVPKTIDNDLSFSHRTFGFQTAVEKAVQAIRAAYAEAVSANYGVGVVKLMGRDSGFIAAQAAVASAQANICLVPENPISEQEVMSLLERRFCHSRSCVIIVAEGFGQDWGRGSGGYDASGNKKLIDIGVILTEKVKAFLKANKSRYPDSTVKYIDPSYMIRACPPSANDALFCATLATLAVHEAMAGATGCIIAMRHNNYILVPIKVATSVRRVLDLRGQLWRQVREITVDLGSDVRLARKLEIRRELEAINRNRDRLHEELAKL
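In TEA buffer at pH 8.0 with 5 mM MgCl2, enzyme (1.25 nM) converted F6P (0.5 mM) and ATP (0.1 mM) for 45 min at room temperature. ADP product was read by luciferase luminescence.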
GALK inh – blocks human galactokinase activity | Purified GALK, Kinase-Glo residual ATP luminescence | AID 1868 | 270,000 compounds, 0.007% hits | P51570 | Potency, µM (series often up to 57.5 µM), without a hit: top-dose activity change, negative = inhibition, usual class: inhibitors; also: potency is read from the fitted curve at half-maximal effect; % is scaled to controls: 0 for no effect and ±100 for the full control effect
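Galactose (100 uM) and ATP (35 uM) were turned over by 5 nM GALK for 1 h at RT. Kinase-Glo Plus then converted the remaining ATP into a luminescent signal.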
Menin MLL FP TR – menin-MLL binding inhibition, Texas Red mutant peptide; O00255; Menin + Texas Red MLL mutant peptide, fluorescence polarization; Potency, µM (highest dose often 61.6 µM), for inactives: at the top dose FP activity change, negative = inhibition, hits mostly inhibitors; 270,000 compounds, 0.23% hits; active = well fitted inhibition curve with a large enough effect in the polarisation, with a control signal flat, not every such curve was filed as active; inconclusive = small, poorly fitted or top-dose-only effect, or effect the other way, or a change in a side signal; inactive = no such curve, though single readings can be large or run the other way; the % refers to the polarisation; also: potency is read from the fitted curve at half-maximal effect; % of control where 0% means no effect; many of its hits are not listed in these tables
ASM inhibitor – human S-ASM enzyme inhibition; placental ASM, HMU-PC fluorogenic substrate, 60 min; Potency, µM (titrated, usually from 57.5 µM), inactives show top-dose activity change, negative = inhibition, hits mostly inhibitors; 340,000 compounds, 0.006% hits; AID 504937; also: potency is read from the fitted curve at half-maximal effect
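qHTS format. ASM enzyme prepared from human placenta hydrolyses the fluorogenic substrate HMU-PC0 (9 uM final) over 60 min at 37 °C after a 10 min compound preincubation.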
BCR signal inh – inhibitors of chronic active B-cell receptor signaling | 340,000 compounds, 0.05% hits | ABC-DLBCL IkBa-CBG/CBR reporter, luminescence ratio, 4 h | Potency, µM (titrated, usually from 46.1 µM), for inactives: top-dose ratio change, negative = lower green/red ratio, most hits filed as inhibitors; active = well fitted inhibition curve with a large enough effect in the signal ratio, with a control signal flat, not every such curve was filed as active; inconclusive = small, poorly fitted or top-dose-only effect, or effect the other way, or a change in a side signal; the % refers to the signal ratio;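 also: potency is read from the fitted curve at half-maximal effect; plate controls were basal doxycycline-induced cells for no effect and cells given 10 µM MG132 for full effect; MG132 reads +100%, hits lower the ratio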
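TMD8 human ABC-DLBCL cells with doxycycline-inducible IκBα–green luciferase fusion and unfused red luciferase, in 0.5% FBS medium; compounds up to 46 uM, 4 h at 37C. Green/red luminescence ratio, filter-overlap corrected, fitted to concentration-response curves.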
PKM2 act – increases activity of human pyruvate kinase M2; Potency, µM (top dose mostly 57.5 µM), without a hit: at the top dose activation, hits mostly activators; P14618; 260,000 compounds, 0.34% hits; purified PKM2, Kinase-Glo ATP luminescence, activation; response scale: 0% is enzyme alone, no compound; also: potency is read from the fitted curve at half-maximal effect; % is scaled to controls: 0 for no effect and ±100 for the full control effect; nearly all actives have a fitted effect of over 55% in size
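Purified hPK-M2 (>95% pure) converted ADP (0.1 mM final) to ATP with 0.5 mM PEP in 50 mM imidazole pH7.2, KCl, MgCl2, Tween 20, BSA; 1 h at room temperature. ATP detected by Kinase-Glo luminescence.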
Integrin act MD – activates integrin-mediated alleviation for muscular dystrophy | alpha7betagal myoblasts, beta-gal FDG fluorescence, 48 h | Potency, µM (top dose mostly 38.3 µM), without a hit: at the top dose activation, usual class: activators | AID 624291 | 350,000 compounds, 0.064% hits;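 also: potency is read from the fitted curve at half-maximal effect; 100% = response of the positive control SU9516; nearly all actives have a fitted effect of over 60% in size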
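alpha7betagal+/- myoblasts (passage 13, 250/well) treated 48 h at 37C with compounds at 1:260 dilution of DMSO stock. Lysed, then beta-galactosidase activity read as FDG fluorescence (ex 480/em 540) after 30 min, with pre-read for autofluorescence.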
Giardia killer – kills Giardia lamblia; Giardia lamblia trophozoite viability; 340,000 compounds, 0.15% hits; activity change, % at 7.66 µM, hits read low; in the data active = activity change below about -80%; inconclusive = between about -30% and that limit;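 also: parasites exposed to compound for two days anaerobically before the ATP read; % is scaled to controls: 0 for no effect and ±100 for the full control effect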
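Viability, read as ATP luminescence: trophozoites at 100 cells/well, compound added, 48 hrs anaerobic at 37 deg C, then 15-30 min room-temperature development before reading.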
* = called active by the depositor; ? = inconclusive; . = no result given; [ ] = remark or other dose. Unless noted, calls follow the shape of the dose curve; as a rule, active = well fitted curve in the direction sought with a large enough effect; inconclusive = small, poorly fitted or top-dose-only effect, or another doubt; inactive = no such curve, though single readings can be large; an effect the other way counts as inactive or inconclusive. Not all compounds are listed; count on the stated rates, not on these rows.

SMILES | Coupling enz | TSG101-PTAP inh | B2AR arrestin | Tb PFK inh | GALK inh | Menin MLL FP TR | ASM inhibitor | BCR signal inh | PKM2 act | Integrin act MD | Giardia killer
CCOC(=O)c1ccc(N2C(=O)CC(SCC(N)C(=O)OCC)C2=O)cc1 (stereo unspecified) | 2 | -3% | 0.2% | 9% | 0% | 13% | -2% | 5% | 0% | -23% | -24
CSc1ncccc1C(=O)NC1CC(C)(C)Cc2c1cnn2-c1ccccc1C (stereo unspecified) | . | -3% | -0.4% | 1% | -4% | . | . | 0% | 0% | -36% | 7
COc1ccc(N(CC(=O)N2CCc3ccccc3C2)S(C)(=O)=O)cc1Cl | 0 | 2% | -0.1% | 1% | 7% | -7% | 4% | -2% | -9%[11.5 µM] | 3% | 3
CCOCCOC(=O)COc1ccc(N2C(=O)c3ccccc3C2=O)cc1 | 3 | . | -0.2% | -2% | 8% | 2% | . | 0% | -2% | . | .
CCn1nnc2cc(C(=O)Nc3cc(OC)cc(OC)c3)ccc21 | . | -1% | -0.2% | 3% | . | . | . | ? | . | 0% | -13
Cc1ccccc1OCC(=O)NCc1ccccc1 | 3 | -2% | 0.0% | 1% | 0% | -4% | 0% | 11% | 1% | 11% | 5
CCOc1ccc(S(=O)(=O)N2CCN(Cc3ccco3)CC2)cc1 | . | 0% | 2.4% | 3% | 4% | . | . | -3% | -3% | -12% | 0
CCn1c(-c2cc3c(C(F)(F)F)nn(C)c3s2)n[nH]c1=S | 5 | -7% | 0.1% | 14% | 1% | ? | 4% | -16% | 7% | 14% | -4
COc1ccc(CNc2nc(-c3ccccc3)nn2C(=O)c2cccs2)cc1 | 4 | -6% | -0.5% | 5% | 1% | ? | -6% | 2% | -5% | 5% | 3
NS(=O)(=O)c1ccc(NC(=O)CSc2ncn[nH]2)cc1 | 3 | 0% | 0.1% | -3% | 2% | -2% | 0% | 12% | 6% | 22% | -4
C[C@H]1COC(=O)[C@H](Cc2ccc(F)cc2)C/C=C\C[C@@H](CC(=O)N(CCO)Cc2ccccc2)C(=O)N1 | . | -3% | 0.0% | -4% | . | . | 1% | -1% | . | -5% | -4
C/C(=N\NC(=O)c1cccc(S(=O)(=O)Nc2ccc(C)cc2C)c1)c1ccncc1 | . | -1% | 0.1% | -4% | . | . | -6% | -9% | . | -2% | 14
COc1ccc(C(=O)O)cc1S(=O)(=O)N(C)CCc1cccnc1 | 3 | 0% | 1.8% | 2% | 3% | 1% | -4% | -4% | -13% | 25% | -9
Cc1ccc(N2CCN(C3=NC(=O)C(Cc4ccccc4)S3)CC2)cc1 (stereo unspecified) | 1 | -1% | 0.0% | 0% | -2% | -12% | -3% | -4% | 2% | 10% | 4
COc1ccc([N+](=O)[O-])cc1NC(=O)CSc1nc(C)c(C)c(C)n1 | 1 | 0% | 0.3% | 4% | 0% | -1% | 3% | -5% | 6% | -13% | -3
CN=C(Cc1ccccc1)C1=C(O)CC(C)(C)CC1=O | 1 | -1% | 0.0% | -1% | 3% | -7% | 3% | 3% | -6% | 6% | 5
O=C(COc1ccc(Br)cc1)N1CCN(c2ccccc2)CC1 | 0 | -2% | -0.9% | 1% | 0% | -7% | -3% | 18% | 6% | -2% | 7
CC(C)N(C)C(=O)c1ccc(OC2CCN(CCc3ccccc3)CC2)cc1 | 2 | -2% | -0.6% | 1% | -1% | -22% | 8% | -19% | 0% | ? | 5
Cc1nn(-c2ccccc2)c(Cl)c1/C=N/NC(=O)CNC(=O)c1ccccc1Cl | 7 | 0% | ? | -6% | . | -6% | -15% | 0% | -16% | -18% | 22
Cc1ccccc1OCCSc1nc2ncnc(N)c2[nH]1 | 2 | -2% | 7.5% | 0% | 5% | 0% | 2% | -6% | 0% | -15% | -1
CC(=O)c1c(N2CCN(C(=O)c3ccco3)CC2)nc(=S)n(-c2ccccc2)c1C | -1 | -1% | -0.1% | -7% | 0% | 8% | 6% | 7% | 2% | -5% | 2
CNC(=O)COC(=O)[C@@H](Nc1ccc(S(=O)(=O)N2CCOCC2)cc1[N+](=O)[O-])C(C)C | 3 | 0% | -1.2% | 2% | 1% | -1% | -6% | -1% | 5% | -7% | -7
CC1(c2nnc(-c3ccc(Cl)cc3)o2)CC(c2ccc(Cl)cc2)=NO1 (stereo unspecified) | 0 | -3% | -0.4% | 13% | 0% | . | -5% | 1% | 7% | 7% | 20
CCc1nc(SCc2ccc(OC)cc2)n[nH]1 | 1 | -3% | -0.2% | -5% | 5% | -14% | 1% | 2% | -2% | 25% | -18
CCn1c(C)nc2cc(C(=O)NN=Cc3ccccc3OC(F)F)ccc21 | . | -5% | 0.0% | 1% | . | . | -3% | -10% | . | 0% | -3
Cc1ccc(N2C(=O)N(CC(=O)Nc3c(C)cc(C)cc3Cl)C(=O)C2C)cc1 (stereo unspecified) | . | -3% | 0.6% | -3% | . | . | 0% | ? | . | -27% | -8
O=C(/C=C/c1ccoc1)c1ccccc1O | -2 | -6% | 1.6% | 0% | 2% | 10% | 0% | -13% | 6% | -9% | -17
COc1ccc(CSc2n[nH]c(C)n2)cc1Br | -1 | -3% | 0.2% | 3% | -2% | -21% | 7% | -10% | 1% | 11% | -9
COC(=O)c1c(NC(=O)C2CC2)sc(C(=O)Nc2ccccc2)c1C | 0 | -3% | 0.2% | -1% | -1% | 14% | -18% | 4% | 0% | 16% | -17
COc1ccc(N2C(=O)CC(N3CCC(O)(c4cccc(C(F)(F)F)c4)CC3)C2=O)cc1 (stereo unspecified) | 3 | -2% | 0.1% | 2% | -2% | 5% | -1% | -6% | -1% | 13% | 3
CCOc1ccc(/C(O)=C2\C(=O)C(=O)N(c3ccc(OC)cc3)C2c2ccccc2[N+](=O)[O-])cc1 (stereo unspecified) | 3 | -6% | 9.5% | -10% | 0% | . | 0% | ? | -17% | -4% | -20
CCOc1cccc(NC(=O)C2CC(=O)N(C)C(=Nc3ccccc3)S2)c1 (stereo unspecified) | -3 | -5% | -0.8% | -1% | -3% | ? | ? | -3% | 3% | 10% | -7
NC(N)=Nc1nc2ccc(Cl)cc2c(=O)[nH]1 | 0 | -3% | 0.1% | 0% | -1% | 8% | 1% | 2% | 0% | 0% | -15
CCOC(=O)CSC1=C(C#N)C(c2ccc(C)cc2)C(C(=O)OC)C(=O)N1 (stereo unspecified) | 5 | -3% | -0.2% | -1% | 1% | 18% | 3% | -8% | 4% | -9% | -12
COC1(c2ccccc2)NC(=S)NN=C1c1ccccc1 (stereo unspecified) | 3 | 0% | 0.2% | 0% | -1% | 6% | -2% | -3% | -6% | -14% | 22
Cc1cccc(C)c1NC(=O)C1CCCN1C(=O)NCc1ccccc1 (stereo unspecified) | 3 | -1% | 0.0% | 3% | 4% | -21% | 4% | 0% | -2% | -2% | 6
N#CCSc1nn(-c2ccc(F)cc2)c(=S)s1 | 3 | 0% | 3.8% | 1% | -1% | ? | 1% | 6% | 2% | 19% | -4
COc1ccc(C(=O)Nc2ccc(NC(C)=O)cc2)cc1S(=O)(=O)N1CCCCC1C (stereo unspecified) | . | 0% | -0.4% | 3% | . | . | 4% | 0% | . | -32% | 8
Cc1ccc(S(=O)(=O)N2CCCC2)s1 | 0 | -4% | -0.7% | 1% | 5% | -15% | 9% | 0% | -4% | 19% | 2
CN(Cc1cn(C)nc1-c1cccc(Cl)c1)C1CCOCC1 | 4 | 2% | -0.8% | -2% | 4% | -13% | 3% | 13% | -7% | -2% | -14
CCSc1nc2c(sc3ccccc32)c(=O)n1C(C)C | 2 | -2% | 0.1% | -1% | 2% | ? | -10% | ? | -6% | -23% | -12
CN1CCN(NC(=O)c2cc(S(=O)(=O)Nc3ccc(Cl)cc3)ccc2Cl)CC1 | -2 | -3% | 1.8% | -3% | -1% | . | 3% | 1% | -2% | 9% | -5
O=C(COC(=O)c1cc(Br)ccc1O)Nc1cccnc1Cl | . | -2% | -0.2% | -5% | . | . | . | -6% | . | 0% | -12
Cc1ccc(C)c(OCCC(=O)OCC(=O)NNC(=O)c2ccccc2)c1 | . | -5% | -0.4% | 3% | . | . | 0% | 0% | . | 24% | -1
c1cc(CNC2=NCCCCC2)ccn1 | 0 | -3% | -0.5% | -2% | 0% | 1% | -1% | -3% | 4% | 34% | 6
